Source: PubChem BioAssay (several laboratories)
HTR5A inv ag – HTR5A inverse agonists in luminescence cell assay, primary screen, counter-screen for OPRM1-OPRD1 heterodimer inverse agonist project, full-deck HTS | 5-hydroxytryptamine receptor 5A (Homo sapiens), P47898 | HTR5A cell line, inverse agonism | inhibition, % at 9.3 µM | hit rate 0.083% among 340,000; in the data active = inhibition mostly above about 23%, no sharp cut-off; inactive = mostly below about 18%;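 also: 0% = cells with DMSO and 100% = no-cell wells with DMSO; some compounds called inactive have numbers as strong as hits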
Target sequence (P47898 whole entry, looked up): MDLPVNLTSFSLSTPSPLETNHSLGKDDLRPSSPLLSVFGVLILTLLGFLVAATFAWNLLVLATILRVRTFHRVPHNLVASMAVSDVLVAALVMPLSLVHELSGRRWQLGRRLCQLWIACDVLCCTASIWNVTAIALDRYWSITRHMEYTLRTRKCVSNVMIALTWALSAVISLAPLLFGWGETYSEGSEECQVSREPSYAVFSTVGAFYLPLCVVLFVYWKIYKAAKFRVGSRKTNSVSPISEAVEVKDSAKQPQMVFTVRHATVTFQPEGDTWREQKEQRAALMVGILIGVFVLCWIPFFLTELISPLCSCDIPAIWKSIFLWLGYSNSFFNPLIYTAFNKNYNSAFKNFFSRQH
NSD2 inh – NSD2 histone methyltransferase inhibitors, primary screen, biochemical, AlphaScreen, single concentration, set 2 | NSD2 peptide methylation, 120 min | inhibition, % at 12.5 µM | hit rate 0.54% among 310,000 | AID 743445, 2014; in the data active = inhibition above about 50%
Wnt act – Wnt/beta-catenin pathway activators, primary screen, cell-based, plate reader, single point. Wnt/beta-catenin reporter cell assay, activator. activation, % at 9.35 µM. hit rate 1.2% among 300,000; in the data active = activation above about 30%, passing the limit was not always enough;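 also: 0% = neutral control wells and 100% = positive control wells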
HTR5A ag – HTR5A agonists in luminescence cell assay, primary screen, counter-screen for OPRM1-OPRD1 heterodimer agonist project, full-deck HTS; hit rate 0.61% among 340,000; AID 504692, 2011; cell-based; 5-hydroxytryptamine receptor 5A (Homo sapiens), P47898; activation, % at 9.3 µM; in the data active = activation mostly above about 9.5%, no sharp cut-off; inactive = mostly below about 7.6%;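 also: 0% = cells with vehicle only and 100% = reference agonist; strong numbers were not always called active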
V-ATPase pH – regulators of yeast V-ATPase proton pumping, primary screen, pHLuorin cytosolic pH fluorescence; S. cerevisiae; response, % at 10 µM; hit rate 0.37% among 350,000; AID 504577, 2011; in the data active = response mostly above about 7.3%, no sharp cut-off; inactive = mostly below about 5.4%; also: actives read high; inactives centre near 0; some compounds called inactive have numbers as strong as hits; reference of the scale not given here
SR-BI HDL uptake – inhibitors of SR-BI mediated HDL lipid uptake, primary screen, ldlA[mSR-BI] cells, fluorescence, single point; Scavenger receptor class B member 1 (Mus musculus), Q61009; inhibition, % at 12.5 µM; ldlA[mSR-BI] CHO cells, DiI-HDL uptake fluorescence, 3 h; hit rate 0.96% among 320,000;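 active = mean replicate inhibition of at least 70% and a set share of replicates each scoring 70 or more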;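 also: 0% = median of neutral control wells and 100% = median of positive control wells; values of inactives mirror those of a sister screen read the other way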
CDK5 inh – inhibitors of human CDK5/p35 kinase, primary screen, biochemical, single concentration | Cyclin-dependent kinase 5 (Homo sapiens) + Cyclin-dependent kinase 5 activator 1 (Homo … | Recombinant CDK5/p35, ADP-Glo luminescence, 60 min | inhibition, % at 10 µM | hit rate 0.01% among 330,000 | AID 488839, 2010;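 active = highest replicate inhibition of at least 50% and at least 75% of replicates reaching 50%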;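 also: plate controls were DMSO neutral control for no effect and GW8510 at 10 µM for full effect; many of its hits are not listed in these tables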
Target sequence (Q00535 whole entry, looked up): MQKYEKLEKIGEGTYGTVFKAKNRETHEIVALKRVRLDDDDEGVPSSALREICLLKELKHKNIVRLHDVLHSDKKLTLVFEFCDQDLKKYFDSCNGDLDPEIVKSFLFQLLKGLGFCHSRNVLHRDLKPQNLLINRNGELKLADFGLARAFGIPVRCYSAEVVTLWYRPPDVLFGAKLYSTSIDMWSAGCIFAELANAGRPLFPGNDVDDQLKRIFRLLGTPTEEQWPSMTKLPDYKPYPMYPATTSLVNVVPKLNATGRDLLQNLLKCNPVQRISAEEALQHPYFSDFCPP
Target sequence (Q15078 whole entry, looked up): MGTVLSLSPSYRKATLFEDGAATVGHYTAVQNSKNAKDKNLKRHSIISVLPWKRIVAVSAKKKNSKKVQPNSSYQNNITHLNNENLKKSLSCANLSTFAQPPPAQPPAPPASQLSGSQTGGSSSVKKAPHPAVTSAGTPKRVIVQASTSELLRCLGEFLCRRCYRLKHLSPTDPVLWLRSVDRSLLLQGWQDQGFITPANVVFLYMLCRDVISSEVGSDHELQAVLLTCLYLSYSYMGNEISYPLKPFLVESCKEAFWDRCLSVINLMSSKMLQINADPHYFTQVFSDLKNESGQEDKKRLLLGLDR
dFosB act – activators of delta FosB homodimer, primary screen, biochemical, fluorescence polarization, TAMRA-CDK5 oligo, single point; Protein FosB (Mus musculus), P13346; hit rate 0.99% among 340,000; purified delta FosB; percent of positive-control signal above neutral wells; activation, % at 25 µM; AID 493131, 2011;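 active = mean activation above about 17%, with every replicate also reaching it, limit read from the data, passing the limit was not always enough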;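 also: fluorescence polarization rise as delta FosB binds a TAMRA Cdk5 AP-1 oligo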
PvdQ acylase – P. aeruginosa PvdQ acylase inhibitors, primary screen, biochemical, fluorescence, plate reader and imaging, single point | purified PvdQ acylase | hit rate 0.063% among 340,000 | PvdQ acylase [Pseudomonas aeruginosa LESB58] | AID 488965, 2010 | inhibition, % at 10 µM; in the data active = inhibition above about 30%, passing the limit was not always enough;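 also: 0% = vehicle neutral wells and 100% = reference inhibitor wells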
MITF TRPM1 HTS – activators of MITF-driven TRPM1 promoter reporter, primary screen, cell-based, SK-MEL-5, luciferase, single point; SK-MEL-5 TRPM1-promoter luciferase, 24 h; % of positive control, neutral wells = 0; activation, % at 12.5 µM; hit rate 0.75% among 300,000; AID 588334, 2011;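 active = mean activation of at least 80% with every replicate also reaching 80%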;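 also: 0% = neutral control wells and 100% = parthenolide positive control wells; values of inactives mirror those of a sister screen read the other way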
* marks the source's active call; other numbers are inactive results; / = not tested or not shown. Outcome played no part in choosing rows; any-hit rate near 5%.

compound	HTR5A inv ag	NSD2 inh	Wnt act	HTR5A ag	V-ATPase pH	SR-BI HDL uptake	CDK5 inh	dFosB act	PvdQ acylase	MITF TRPM1 HTS
CC(C)(C)OC(=O)NCc1ccc(NC(=O)c2nc[nH]c2C(=O)NCCCCNC(=O)c2[nH]cnc2C(=O)Nc2ccc(CNC(=O)OC(C)(C)C)cc2)cc1	14	/	/	1	1	-28	-1.3	-2	-20	-31
CCc1ccc(/C=C2/SC(=S)N(CCC(=O)NCCCN3CCOCC3)C2=O)cc1	-14	14	8	0	-2	17	-1.7	-9	-9	29
COc1cccc(/C=N/NC(=O)CNC(=O)c2ccc(S(=O)(=O)N3CCOCC3)cc2)c1OC	2	0	-2	0	0	9	-0.9	1	-9	-23
COc1ccc([N+](=O)[O-])cc1NS(=O)(=O)c1cccc(C(=O)OC2CCOC2=O)c1 (centres undefined)	-7	-1	2	3	1	-11	1.0	-3	7	13
Cc1n[nH]c(C)c1S(=O)(=O)N1CCc2ccccc21	-12	0	2	5	-1	-17	-1.2	-3	-1	-20
CCc1nnc2sc(-c3ccc(NC(=O)c4ccc5c(c4)OCCO5)cc3)nn12	-6	-1	/	2	-3	36	-1.7	1	-11	-2
NNC(=O)c1ccc2[nH]c3c(c2c1)CCCC3	-37	0	-1	3	-1	7	0.7	-2	-12	5
Cc1nc2ccccc2c2oc(C(=O)N3CCN(c4ccc([N+](=O)[O-])cc4)CC3)cc12	3	/	-2	4	-4	-10	-1.7	-6	-6	-12
COc1ccc(C2N(C(C)=O)CCCN2S(=O)(=O)c2ccc(C)cc2)cc1 (centres undefined)	5	-1	2	-2	-2	/	-4.0	-11	-28	-8
Cc1noc(NC(=O)c2cccc(Cl)c2Cl)c1C#N	29	-3	-1	7	1	-6	0.0	-6	-3	-3
CN(C)c1nc2c(c(=O)n(C)c(=O)n2C)n1Cc1ccccc1	4	0	-2	-2	1	-15	0.1	-4	-10	5
Cn1c(C(=O)O)c(CC(=O)Nc2ccc(F)cc2F)c2ccccc21	13	4	/	-2	-2	-5	-0.4	1	-11	-7
NS(=O)(=O)c1cccc(NC(=O)COC(=O)CC2Sc3ccccc3NC2=O)c1 (centres undefined)	-10	0	-3	3	0	12	1.2	-12	-16	-2
NC(=O)C1CCN(C(=O)CN(c2cccc(Cl)c2)S(=O)(=O)c2ccccc2)CC1	13	-3	1	0	-3	-13	-0.5	-9	-7	9
Cc1ccc(Nc2c([N+](=O)[O-])c(=O)oc3ccccc23)cc1	18	3	-1	-4	2	30	2.2	2	11	-34

Additional results:
compound	HTR5A inv ag	NSD2 inh	Wnt act	HTR5A ag	V-ATPase pH	SR-BI HDL uptake	CDK5 inh	dFosB act	PvdQ acylase	MITF TRPM1 HTS
Cc1cc2c3c(c1)C(C)(c1ccccc1)CC(C)(C)N3C(=O)C21C(C#N)=C(N)OC2=C1C(=O)CC(C)(C)C2 (centres undefined)	-17	4	/	1	-1	-6	0.9	-20	-3	4
CCOC(=O)c1c(C)[nH]c(C)c1S(=O)(=O)N(C)CC(=O)NCc1ccc(F)cc1	-1	-2	-1	0	2	-32	0.7	-7	-17	-10
COc1ccc(N2CCN(CCNC(=O)CCCn3c(=O)[nH]c4cc(Cl)ccc4c3=O)CC2)cc1	2	2	/	-1	-2	49	-1.0	-5	-16	-8
CC(C)Oc1cc(N)c(Cl)cc1Cl	1	-5	-2	4	-1	-4	0.2	4	-3	-1
C=CCOC(=O)C1=C(C)NC(SCC(N)=O)=C(C#N)C1c1ccc(C)cc1 (centres undefined)	2	-1	-6	-3	-2	9	1.4	-9	-1	-14
CCOC(=O)c1sc(=S)n(Cc2ccccc2)c1C	17	40	0	-6	-11	2	-2.1	-5	-1	7
CCN(CC)C(=O)CSc1nnc(-c2ccco2)n1N	0	-2	/	3	-1	-38	-0.4	-5	-20	-4
COc1ccc(S(=O)(=O)NCC(=O)N(CC(=O)NCC2CCCO2)c2ccccc2C)cc1 (centres undefined)	-10	-7	/	2	-4	-7	-0.9	-5	9	-3
CC1=NN(c2nc(-c3ccccc3)cs2)C(=O)C1	-1	-1	-4	-1	0	36	0.0	-10	-9	-10
CC(=O)c1cccc(NC(=O)C2CC(=O)N(c3cccc(C)c3C)C2)c1 (centres undefined)	16	1	0	-6	-2	6	0.9	-4	13	-7
CCN(CC)CCNC(=O)/C(=C\c1cccn1C)NC(=O)c1cccs1	11	55*	/	-4	0	-24	-1.0	2	-8	-1
O=C(NNc1c(Cl)cc(Cl)cc1Cl)c1n[nH]c(=O)c2ccccc12	9	-1	-6	-5	0	/	-0.3	-2	2	9
Nc1nc(N)nc(-c2cccc(Cl)c2Cl)n1	-3	/	-2	0	-3	-18	-1.3	2	-8	-12
Cc1ccc(/C=C2\SC(=S)N(CCC(=O)NNS(=O)(=O)c3ccccc3)C2=O)cc1	-2	3	8	1	-3	0	2.8	22*	-13	-9
O=[N+]([O-])c1ccc(N2CCN(c3ccccc3F)CC2)c(S(=O)(=O)N2CCOCC2)c1	10	3	/	-5	-2	20	/	-3	-7	0

The listing continues.
compound	HTR5A inv ag	NSD2 inh	Wnt act	HTR5A ag	V-ATPase pH	SR-BI HDL uptake	CDK5 inh	dFosB act	PvdQ acylase	MITF TRPM1 HTS
CC1CCN(C(=O)CCCOc2cc(=O)n(C)c3ccccc23)CC1	7	-1	5	-3	-2	-3	0.7	-3	-11	10
COc1ccc(NC(=O)CC(C)(C)C)c([N+](=O)[O-])c1	9	-1	/	-1	0	-40	-0.6	-1	-21	1
c1ccc(-c2nc3c4ccccc4ccn3c2CN2CCCCC2)cc1	-6	1	-1	-2	-4	/	0.6	-6	4	4
CCN(CC)C(=O)Cn1cc(S(=O)(=O)CC(=O)Nc2ccccc2F)c2ccccc21	-14	-1	-1	1	2	26	-2.9	-8	-9	3
CCCCNC(=O)CN1C(=O)COc2ccc(S(=O)(=O)N3CCCCCC3)cc21	2	-6	-3	-1	-2	-22	-2.2	-4	-9	-1
CN1CCN(c2ccc(NC(=O)c3cccc(OCc4ccccc4)c3)cc2)CC1	9	-2	/	5	-2	31	-1.7	-7	0	49
COc1ccc(/C=C/C(=O)NCc2cnn(C)c2C)cc1COc1ccc(Br)cc1	18	-1	-4	-1	-2	57	-2.6	3	-23	7
O=C(Nc1nc2ccccc2[nH]1)c1cccc(Cl)c1	-3	-2	32*	1	1	-19	0.1	6	-1	/
CCOc1ccccc1CN1CCN(CC2=Cc3cc(OC)ccc3OC2)CC1CCO (centres undefined)	-8	4	1	3	3	/	-1.4	-5	-6	-2
Cc1ccc(N=Nc2ccc(O)cc2)c(Br)c1	17	10	22	0	4	-14	2.6	4	7	/
Cc1onc(-c2c(F)cccc2Cl)c1C(=O)N(C)C1CCCCC1	-4	/	2	2	-1	2	-0.8	0	-7	-6
CCCCn1c(N(CCOC(C)=O)C(C)=O)nc2ccccc21	5	-3	/	2	0	-16	0.0	5	-2	-7
Cc1cc(NC(=O)CSCC(=O)NCc2cccc(C(F)(F)F)c2)no1	7	0	2	-3	0	5	0.0	-3	-17	-6
COC(=O)C1=C(C)C(c2ccc(OC)cc2OC)NC(=O)N1 (centres undefined)	15	-2	/	-5	6	-20	-1.1	3	-7	3
COc1ccc(OCCSc2nnc(Cc3cccc4ccccc34)n2N)cc1	-40	-1	1	4	1	58	-0.6	-2	3	-5

Other structures:
compound	HTR5A inv ag	NSD2 inh	Wnt act	HTR5A ag	V-ATPase pH	SR-BI HDL uptake	CDK5 inh	dFosB act	PvdQ acylase	MITF TRPM1 HTS
CCC(C)NC(=O)CSc1ccc(NC(C)=O)cc1 (centres undefined)	7	1	-3	-2	0	-16	-1.3	0	-6	4
Cc1cc(C)cc(NC(=O)COC(=O)Cc2ccccc2F)c1	-24	-2	9	10	1	3	0.0	-2	-3	/
COc1ccccc1NC(=O)COc1ccc(Br)cc1CNCCCN1CCOCC1	-11	-1	0	4	0	-30	1.0	-7	-8	-4
O=C(CSc1nnc(COc2cccc3cccnc23)o1)N1CCc2ccccc21	-5	3	/	5	-2	-8	0.4	0	-10	-28
C[C@H](CO)N1C[C@H](C)[C@@H](CN(C)C(=O)Nc2ccc(C(F)(F)F)cc2)Oc2c(NC(=O)NC3CCCCC3)cccc2C1=O	14	/	-2	2	7	49	1.6	0	-6	-4
CCCNC(=O)c1ccc(COc2ccc(Cl)cc2)o1	-7	-1	-1	-3	-6	-2	-0.5	-7	-15	0
Cc1ccc(S(=O)(=O)Oc2ccc(C3C4=C(CCCC4=O)OC4=C3C(=O)CCC4)cc2)cc1	20	-3	-5	0	-3	0	-0.2	-5	1	-6
CCCCn1nnc(N(C(=O)c2cccs2)C(=O)c2cccs2)n1	10	-2	16	4	2	4	-4.0	2	-8	38
CC(C)C(NS(=O)(=O)c1ccccc1)C(=O)NC1CCCC1 (centres undefined)	-1	-2	-3	4	1	-11	0.8	-4	-4	-11
O=C(CNC(=O)c1ccccc1)NCC(=O)OCC(=O)c1ccc(F)cc1	28	-3	-2	-3	0	-16	0.5	1	2	7
Cc1ccnc(NS(=O)(=O)c2ccc(NS(=O)(=O)c3cc(Cl)ccc3Cl)cc2)n1	3	29	-2	-1	-4	-16	-1.0	-1	-12	7
